mHTT CaM bind: mutant huntingtin-calmodulin interaction inhibitors – biochemical, AlphaScreen, primary screen | 190,000 compounds, 3.6% hits | P42858 | inhibition, % at 15 µM | AlphaScreen His-mHTT/GST-CaM binding, luminescence | AID 1671202, 2021;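 further: 0% = both proteins with DMSO and 100% = one protein alone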
Pf apPOL block: Pf-apPOL inhibitors, biochemical, fluorescence | Plasmodium falciparum apicoplast DNA polymerase (apPOL) | Recombinant Pf-apPOL, molecular beacon fluorescence, 1.5 h | inhibition, % at 10 µM | 210,000 compounds, 0.25% hits | AID 1794808, 2022
* marks the source's active call; other numbers are inactive results; . = no result given; & = joins results of further samples. No stated cut-off is given here; in the data, active means inhibition above about 50%; inactive means the rest.

Each structure is followed by: mHTT CaM bind, Pf apPOL block
- CCCn1c(=N)c(C(=O)NCCCOC)cc2c(=O)n3cccc(C)c3nc21
    12.0, -0.1
- Cc1ccc(C)c(NC(=O)Cn2[nH]c3c(cnc4ccc(F)cc43)c2=O)c1
    1.7, 2.6
- CCOc1ccccc1-n1c(CCC(=O)O)ccc1-c1cccs1
    26.0, -0.2
- Cc1noc(C)c1C(=O)Nc1ccc(-n2nc(C(F)(F)F)cc2C(F)(F)F)cc1
    ., 3.0
- C=CCOc1ccc(C=Nc2cc(Cl)ccc2C)c(O)c1
    2.0, 24.0
- CC1=C(C(=O)NCCN2CCN(c3cccc(C)c3C)CC2)C2(CCCCC2)OC1=O
    -5.0, -5.0
- Cc1nc(C)c(-c2nnc(NC(=O)Nc3ccccc3Cl)o2)s1
    -15.1, -9.4
- O=S(=O)(NCCSCc1ccco1)c1ccc(Br)cc1
    -3.0, -8.9
- Cc1ccc(C)c2sc(N3CCN(C(=O)C(C)(C)C)CC3)nc12
    0.7, -10.1
- COc1ccc2oc(=O)c(C(=O)Nc3ccc(C)c(Cl)c3)cc2c1
    4.0, -3.3
- Cc1ccc(C(=O)Oc2ccc3c(c2)OC(=Cc2ccco2)C3=O)cc1
    -2.8, -8.0
- Cc1ccccc1NC(=O)c1cc2n(n1)CCCN(Cc1ccccc1)C2=O
    -0.4, 1.4
- COc1ccc(NCN2C(=O)S/C(=C\c3ccc(N(C)C)cc3)C2=O)cc1
    26.0, 1.9
- COc1ccc(NC(=O)NCC(c2ccccc2Cl)N(C)C)cc1OC (stereo not drawn)
    -5.8, -6.3
- CC(C)(C)C(=O)NCC(C)(O)c1ccc2c(c1)OCO2 (stereo not drawn)
    -4.0, -3.6
- O=C(c1cccs1)N1CCCC(OCc2cccc(F)c2F)C1 (stereo not drawn)
    -6.5, 2.3
- COc1ccc(CNC(=O)CCC2CCCN(C(=O)Nc3ccc(F)cc3)C2)cc1 (stereo not drawn)
    5.2, -1.8
- COc1ccc(OCc2noc(CNC(=O)c3ccccc3Cl)n2)cc1
    -15.9, -7.7
- CCc1ccccc1NC(=O)CSc1nc2nc(C)cc(C)n2n1
    8.0, -10.4
- CCN1CCN(c2ccc(-c3nc(-c4ccc(C)cc4)no3)cn2)CC1
    -0.8, 1.9
- Cc1ccccc1-n1c(=O)n(CC(C)C)c(=O)c2c1ncn2Cc1ccccc1
    7.2, -1.6
- CCOC(=O)C(=CNc1nc(C(=O)OCC)cs1)C(=O)OCC
    ., -5.3
- Cn1nc(-c2nc(C3CC3)no2)c2c1CCN(S(=O)(=O)Cc1cccc(F)c1)C2
    9.4, -3.8
- O=C(CSc1nc2ccc([N+](=O)[O-])cc2s1)NCc1ccco1
    4.0, -4.4
- Cc1ccc(S(=O)(=O)N2CCCC(C(=O)Nc3ccc(C)c(C)c3)C2)cc1 (stereo not drawn)
    -2.7, -4.4
- COc1ccccc1C(=O)Oc1ccc2c(c1)OC(=Cc1cccc(OC)c1OC)C2=O
    -1.5, -1.8
- CC(C)=CCn1c(N2CCOCC2)nc2c1c(=O)[nH]c(=O)n2C
    -3.6, 6.1
- COCCC1CCN(C(=O)CN(C)C(=O)COc2ccccc2)CC1
    -7.8, -2.4
- CC1=CC(C)=Nc2ccc(C)cc2N1
    -1.1, -0.1
- Cc1ccc(NC(=O)c2cc3cc(Cl)cc(Cl)c3oc2=N)cc1
    13.0, -2.7

An excerpt of these results, with bars between the fields:
Molecule | mHTT CaM bind | Pf apPOL block
O=C(c1cccs1)N1CCCC(OCc2cccc(F)c2F)C1 (stereo not drawn) | -6.5 | 2.3
Cc1nc(C)c(-c2nnc(NC(=O)Nc3ccccc3Cl)o2)s1 | -15.1 | -9.4
COc1ccc(NCN2C(=O)S/C(=C\c3ccc(N(C)C)cc3)C2=O)cc1 | 26.0 | 1.9
COCCC1CCN(C(=O)CN(C)C(=O)COc2ccccc2)CC1 | -7.8 | -2.4
Cc1ccccc1NC(=O)c1cc2n(n1)CCCN(Cc1ccccc1)C2=O | -0.4 | 1.4
CCN1CCN(c2ccc(-c3nc(-c4ccc(C)cc4)no3)cn2)CC1 | -0.8 | 1.9
COc1ccccc1C(=O)Oc1ccc2c(c1)OC(=Cc1cccc(OC)c1OC)C2=O | -1.5 | -1.8

Returning to the listing with the three entries that preceded the break.
Each structure is followed by: mHTT CaM bind, Pf apPOL block
- COCCC1CCN(C(=O)CN(C)C(=O)COc2ccccc2)CC1
    -7.8, -2.4
- CC1=CC(C)=Nc2ccc(C)cc2N1
    -1.1, -0.1
- Cc1ccc(NC(=O)c2cc3cc(Cl)cc(Cl)c3oc2=N)cc1
    13.0, -2.7
- Cc1cc(C(=O)Nc2cccc(OC(C)C)c2)c(C)o1
    51.1*, -5.4
- COc1cc(C=C2Oc3cc(OC(=O)c4cccc([N+](=O)[O-])c4)ccc3C2=O)cc(OC)c1OC
    6.4, -2.6
- CCC(=O)NC1CCN(c2ccccc2C(=O)NC(C)(C)C)CC1
    -1.1, -2.8
- Cn1c(SCCCC(=O)c2ccc(F)cc2)nnc1-c1ccccc1
    -3.4, 2.9
- O=C1OC(c2cccc(I)c2)=N/C1=C\c1cccc(Cl)c1
    9.0, 2.6
- O=C(NCc1cc(-c2cccs2)on1)c1ccc(=O)oc1
    21.0, 43.4
- COc1ccccc1C(=O)N1c2ccccc2NC(=O)CC1C (stereo not drawn)
    -16.8, -4.6
- Cc1ccc(/C=C/c2ccc(N(C)C)cc2)[n+](C)c1
    5.0, 2.1
- O=C1OC(c2ccc(F)cc2)=N/C1=C/c1ccc(Cl)cc1Cl
    -1.0, -4.9
- Cc1c(NC(=O)c2c([N+](=O)[O-])cnn2C)c(=O)n(-c2ccccc2)n1C
    -3.0, 1.9
- Cc1ccc(NC(=O)N2CCCC(C)(C(=O)NCc3ccccc3)C2)cc1Cl (stereo not drawn)
    -2.8, 3.4
- Cn1nc(-c2nc(Cc3ccccc3)no2)c2c1CCN(C(=O)c1cccs1)C2
    1.1, 2.6
- O=C(CN1CCN(Cc2nc3ccccc3[nH]2)CC1)Nc1nc2ccccc2s1
    7.9, -11.5
- COc1ccc(C2=CC(c3cccc(C)c3)n3ncnc3N2)cc1 (stereo not drawn)
    5.0, -5.2
- CC(=NCCN1CCNCC1)C1=C(O)CC(C)(C)CC1=O
    -9.6&2.2, 0.3
- CNc1ncnc2c1C(c1cccc([N+](=O)[O-])c1)c1c(NC)ncnc1O2
    13.0, 75.4*
- Cc1cccc(CNC(=O)c2cc3ccncc3n2C)c1
    -7.6, -0.7
- Cc1ccc(N=Cc2nc(-c3ccc(Cl)cc3)oc2O)cc1Cl
    0.0, -0.2
- CN1C(=O)C2CCCCN2c2ccc(C(=O)N3CCN(c4ncccn4)CC3)cc21 (stereo not drawn)
    7.2, 1.0
- Cc1[nH]c2ccccc2c1C(=O)CCC(=O)O
    -1.6, -3.2
- CCN1C(=O)C2(C(C#N)=C(N)Oc3[nH]c(=O)[nH]c(=O)c32)c2ccccc21 (stereo not drawn)
    5.0, -1.8
- CC(c1cccnc1)N(C(=O)Nc1ccccc1)C1CCCCC1 (stereo not drawn)
    -6.0, -15.1
- CCN1C(=O)C2(SC(C)(C)CN2C(=O)c2ccc(OC)cc2)c2cc(F)ccc21 (stereo not drawn)
    32.4, -0.8
- O=C(CSCC(=O)Nc1ccccc1)NN=Cc1cccs1
    ., -2.5
- O=C(Nc1nnc(-c2cc(Cl)sc2Cl)o1)c1cccc(C(F)(F)F)c1
    21.6, -20.1
- CCC(=O)c1ccc(N2CCN(C(=O)c3ccc(Br)cc3)CC2)c(F)c1
    2.6, 2.4
- CCc1ccc(CNC(=O)c2cn(CC(C)C)c(=O)c3c2c2ccccc2n3C)cc1
    3.0, -18.1
- N#Cc1cc2c(=O)n3ccccc3nc2n(Cc2cccnc2)c1=N
    -2.0, -3.6
- O=C(O)CN(CCN(CC(=O)O)CC(=O)O)CCN(CC(=O)O)CC(=O)O
    ., 8.5
- Cc1ccc(-n2nc3c(c2NC(=O)CCc2ccccc2)CS(=O)(=O)C3)c(C)c1
    4.0, -1.6
- Cc1cccn2c(=O)c3cc(C#N)c(=N)n(CCCN4CCOCC4)c3nc12
    6.0, 2.4
- CCOC(CNC(=O)c1ccc2c(c1)ncn2-c1cc(OC)ccc1OC)OCC
    13.0, -6.4
- C[n+]1cc(-c2ccc3ccccc3n2)cc2ccccc21
    -2.0, 1.5
- NC(=O)c1cc[n+](CC(=O)N2CCCCCC2)cc1
    2.0, 2.5
- COc1cc(C(=O)N2CCN(c3c(C)cccc3C)CC2)cc(OC)c1OC
    0.7, -1.6
- COC(=O)c1cccc(NC(=O)C2CCCN(c3nnc4ccccn34)C2)c1 (stereo not drawn)
    0.4, -1.5
- CN(C)C(=O)N1CCN(S(=O)(=O)c2ccc3c(c2)OCCO3)CC1
    -2.4, .
- COc1cccc(CC(=O)N2CCCCC2CCN2CCN(C)CC2)c1 (stereo not drawn)
    14.6, 0.8
- Cc1ccc(S(=O)(=O)N=C(CN2CCCCC2)N2CCCCC2)cc1
    -4.0, -0.3
- COc1ccc(C(=O)N2CCC(c3nc(C(=O)N4CCCCC4)c(C)o3)CC2)cc1OC
    -8.0, 1.8
- O=C(Nc1cccc(Br)c1)C1CCCN(c2nccc3sccc23)C1 (stereo not drawn)
    10.4, -2.2
- O=C(NCCSC1CCCCC1)c1ccc(Br)cc1
    -3.3, -5.0
- COc1ccc(C2=NN(C(=O)CCC(=O)O)C(c3cc4cccc(C)c4nc3Cl)C2)cc1 (stereo not drawn)
    0.0, -3.4
- Cc1ccc(NC(=O)Nc2ccc(F)cc2)nc1
    -7.8, -8.1
- O=C(O)Cn1nnc(-c2ccccc2F)n1
    -1.8, -8.4
- O=C1C(=O)N(O)C2CCCCC2N1O (stereo not drawn)
    ., -10.7
- Cc1ccc(NC(=O)CSc2cn(CCNC(=O)c3ccccc3F)c3ccccc23)cc1
    2.0, 3.4
- O=C(Nc1cc(Cl)ccc1Cl)N1CCC(N2CCN(Cc3ccccc3)C2=O)CC1
    0.8, -5.8
- Cc1nc2ccc(NS(=O)(=O)c3ccc(F)c(Cl)c3)cc2o1
    ., -5.1&-2.1
- COc1cc(C2C(C(=O)Nc3ccccc3)=C(C)Nc3nnnn32)ccc1OCc1ccccc1 (stereo not drawn)
    35.0, 1.6
- COc1ccc(-c2cc3nc4c(c(=O)n3[nH]2)CCN(S(=O)(=O)c2cccs2)C4)cc1
    29.9, -7.3
- CCCC(=O)Nc1cnc(-c2ccc(Cl)cc2)nc1
    -5.9, 1.0
- COc1ccc(C2CCCN2C(=O)Nc2ccc(OC)cc2OC)cc1 (stereo not drawn)
    13.6, -7.4
- Cc1ccsc1/C=C1\Sc2ccccc2C1=O
    22.0, -3.5
- Cc1ccc(C)n1-n1cnc2sc3c(c2c1=O)CCCCC3
    0.8, -7.2
- COc1ccc(C2C(=C(O)c3ccc(C)cc3)C(=O)C(=O)N2CCN2CCOCC2)cc1 (stereo not drawn)
    14.5, -5.3
- COc1cc(NS(=O)(=O)c2ccc(NC(=O)c3ccco3)cc2)ncn1
    1.0&-11.2, 9.9&-2.7
- CCOc1cc(C2C3=C(CCCC3=O)OC3=C2C(=O)CCC3)cc(Br)c1O
    -2.0, 0.7
- CC(C)n1cc(C2=CCN(C(=O)Nc3ccccc3Cl)CC2)c2cccnc21
    46.7, -3.8
- O=[N+]([O-])c1cccc(Cl)c1N1CCN(S(=O)(=O)Cc2ccccc2)CC1
    -1.3, -11.8

Other compounds follow.
Each structure is followed by: mHTT CaM bind, Pf apPOL block
- O=C(NCc1ccc(N2CCCCCC2)nc1)c1ccccc1Br
    12.8, -0.2
- CCc1cccc(NC(=O)C2CCN(c3nccnc3Oc3cccc(C)c3)CC2)c1
    -3.3, -6.0
- O=C(Nc1ccc2c(N3CCCCC3)ncnc2c1)c1ccccc1C(F)(F)F
    17.4, -5.1
- CCNC(=O)C1Cc2ccc(OC)cc2N2CCN(c3ccc(C)cc3)CC12 (stereo not drawn)
    64.1*, 1.3
- COc1cc(C=C2Oc3cc(OC(=O)C4CC4)cc(C)c3C2=O)cc(OC)c1OC
    -29.9, -2.6
- NC(N)=NC(N)=Nc1ccc(F)c(Cl)c1
    ., 3.7
- Cc1ccc(F)c([C@H]2C3C=CCC(c4ccccc4)C3C(=O)N2Cc2ccccc2)c1 (stereo partly drawn)
    39.5, -0.2
- CC(=O)C(C)Sc1cc(C)nc2c(-c3ccccc3)cnn12 (stereo not drawn)
    24.0, -11.4
- CC1CN(C2=NS(=O)(=O)c3ccccc32)CC(C)O1 (stereo not drawn)
    -2.1, -5.4
- COc1ccc(COCC(O)CN2CCN(c3ccc(C(F)(F)F)cn3)CC2)cc1 (stereo not drawn)
    ., 1.8
- O=C(c1cn2ccnc(-c3ccccc3)c2n1)N1CCOCC1
    -8.3, 3.2
- O=C(NC1CCCC1)C1CCCN(c2nc3ccccc3o2)C1 (stereo not drawn)
    -9.0, -16.0
- CC(C)N(C(=O)c1cnc2n(c1=O)CCS2)C(C)C
    -2.0, -6.4
- O=C(Nc1cccc(F)c1)Nc1ccc2nncn2c1
    -6.8, 5.7
- CCC(C(=O)Nc1c2c(nn1-c1ccc(C)cc1)CS(=O)(=O)C2)c1ccccc1 (stereo not drawn)
    8.0, 3.2
- Cc1ccc(-c2nnc(N3CCC(C(=O)NCc4ccc(F)cc4Cl)CC3)o2)cc1
    10.1, -3.8
- Cc1nn(CC(=O)N(C)c2ccc(OC(F)(F)Cl)cc2)c(C)c1[N+](=O)[O-]
    3.0, -0.8
- CCc1cccc(NC(=O)c2sc(C)nc2C)c1
    4.6, -4.4
- O=C(Cc1ccccc1)Nc1c2c(nn1-c1ccc([N+](=O)[O-])cc1)CSC2
    7.0, -6.5
- S=C1NCN(CCc2ccccn2)CN1
    ., 3.3
- Cc1ccc(SC[C@H](Cc2ccccc2)N2CCN(CC(C)C)CCC2=O)cc1
    -3.2, -6.8
- Cc1ccc(C(=O)N2CC=C(C(=O)NC(C)C)CC2)cc1
    -0.4, -1.1

Screening data from PubChem BioAssay.
